Tb PYK inh: inhibitors of Trypanosoma brucei pyruvate kinase | Q57TT1 | TbPYK enzyme, Kinase-Glo Plus ATP luminescence, 45 min | Potency, µM (top dose mostly 76.8 µM), for the others: at the highest dose activity, negative = inhibition, usual class: inhibitors | 0.12% of 410,000 active; further: potency means the concentration at half of the fitted maximal effect; nearly all actives have a fitted effect of over 50% in size
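Glycolytic pyruvate kinase of T. brucei was incubated with substrate, test compound and 130 uM ADP for 45 minutes at room temperature. Luminescent Kinase-Glo Plus signal was measured after 10 minutes.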
AMA1 RON2 block: inhibitors of Plasmodium falciparum AMA1-RON2 interaction; AlphaScreen AMA1-biotinylated RON2 peptide binding; Potency, µM (top dose mostly 58.2 µM), for the others: at the highest dose activity change, negative = inhibition, usual class: inhibitors; 0.2% of 360,000 active; AID 720542;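 further: potency means the concentration at half of the fitted maximal effect; 0% = vehicle wells and -100% = peptide control; nearly all actives have a fitted effect of over 45% in size; some results filed as inactive show a strong effect at the top dose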
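AMA1 (3D7) with his tag at 25 nM final met compounds first, then biotinylated RON2 peptide at 25 nM; detection used donor plus acceptor beads, 10 µg/mL apiece, read by AlphaScreen after 30 min at room temperature.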
AmpC detergent: inhibitors of E. coli AmpC beta-lactamase with detergent. P00811. AmpC hydrolysis of nitrocefin, absorbance 480 nm, 0.01% Triton. Potency, µM (doses to about 114 µM), for the others: at the top dose activity change, negative = inhibition, usual class: inhibitors. 0.041% of 370,000 active. AID 485294;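 further: potency means the concentration at half of the fitted maximal effect; 0% = no-compound wells and -100% = no-enzyme wells; nearly all actives have a fitted effect of over 25% in size; some results filed as inactive show a strong effect at the top dose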
Target sequence (P00811 whole entry, looked up): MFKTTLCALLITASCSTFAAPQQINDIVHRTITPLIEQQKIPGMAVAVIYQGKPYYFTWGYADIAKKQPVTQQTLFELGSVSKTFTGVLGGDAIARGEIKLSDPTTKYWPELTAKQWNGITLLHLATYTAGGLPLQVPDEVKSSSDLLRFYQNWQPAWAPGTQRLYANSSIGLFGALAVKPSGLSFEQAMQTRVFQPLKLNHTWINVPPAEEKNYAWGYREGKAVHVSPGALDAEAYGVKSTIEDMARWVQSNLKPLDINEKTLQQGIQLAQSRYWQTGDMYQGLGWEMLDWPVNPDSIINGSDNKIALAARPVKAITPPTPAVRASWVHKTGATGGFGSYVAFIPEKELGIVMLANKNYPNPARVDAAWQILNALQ
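20 mM phosphate pH 7.0 + 0.01% (detergent screen) or 0.0001% Triton X-100; 5.3 nM AmpC reagent; cpd preinc 15 min RT; nitrocefin (800 uM stock) to start; A480 q20 s × 4 min; Activity was normalised to no-enzyme and no-compound control wells.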
AmpC no deterg: AmpC beta-lactamase inhibition without detergent | P00811 | AmpC nitrocefin hydrolysis, absorbance 480 nm, 0.0001% Triton | Potency, µM (series often up to 57.1 µM), without a hit: at the top dose activity change, negative = inhibition, actives largely listed as inhibitors | 0.52% of 330,000 active;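 further: potency means the concentration at half of the fitted maximal effect; plate controls were no compound for no effect and no enzyme for full effect; nearly all actives have a fitted effect of over 20% in size; some results filed as inactive show a strong effect at the top dose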
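20 mM phosphate pH 7.0 + 0.01% (detergent screen) or 0.0001% Triton X-100; 5.3 nM AmpC reagent; cpd preinc 15 min RT; nitrocefin (800 uM stock) to start; A480 q20 s × 4 min; Activity was normalised to no-enzyme and no-compound control wells.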
LmPK inh: blocks Leishmania mexicana pyruvate kinase activity | purified LmPK, Kinase-Glo ATP luminescence, 1 h | Potency, µM (highest dose often 57.5 µM), without a hit: top-dose activity change, negative = inhibition, actives largely listed as inhibitors | 0.37% of 290,000 active | AID 1721; further: potency means the concentration at half of the fitted maximal effect
Target sequence (Q27686 whole entry, looked up): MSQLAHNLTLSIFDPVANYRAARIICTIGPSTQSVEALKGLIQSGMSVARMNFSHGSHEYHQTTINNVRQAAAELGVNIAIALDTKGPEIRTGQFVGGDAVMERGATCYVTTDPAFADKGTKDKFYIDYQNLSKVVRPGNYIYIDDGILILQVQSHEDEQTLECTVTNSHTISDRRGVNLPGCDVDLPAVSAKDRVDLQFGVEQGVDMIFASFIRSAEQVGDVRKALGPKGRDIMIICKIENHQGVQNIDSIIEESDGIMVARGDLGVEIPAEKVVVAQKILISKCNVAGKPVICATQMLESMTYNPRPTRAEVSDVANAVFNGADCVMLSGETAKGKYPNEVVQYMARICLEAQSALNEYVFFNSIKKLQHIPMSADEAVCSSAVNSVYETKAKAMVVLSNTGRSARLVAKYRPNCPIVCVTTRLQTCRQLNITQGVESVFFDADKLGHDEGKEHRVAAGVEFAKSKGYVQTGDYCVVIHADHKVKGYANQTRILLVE
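0.1 nM LmPK, 0.5 mM PEP, 0.1 mM ADP; 50 mM imidazole pH 7.2, 7 mM MgCl2, 50 mM KCl; 1 h RT. Kinase-Glo luminescence readout, normalized to no-enzyme (full inhibition) and uninhibited wells.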
HCMV antiviral: inhibitors of human cytomegalovirus; HFF cells, HCMV-luciferase reporter, 72 h; active compounds read low; activity change, negative = inhibition, % at 57.5 µM; 4.5% of 410,000 active; in the data active means activity change below about -60%; inconclusive means no clear call, values can overlap the other calls; inactive means above about -39%
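Human foreskin fibroblasts infected with luciferase-reporter HCMV at MOI 1 PFU/cell, compounds at two doses. Luciferase measured 72 h post infection; normalized to buffer-only basal and Salinomycin (10uM) controls.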
HCV inh: HCV inhibition. Huh7.5.1 HCVcc-Cre infection, luciferase reporter, 44 h. Potency, µM (series often up to 41.8 µM), inactives show top-dose activity change, negative = inhibition, actives largely listed as inhibitors. 3.4% of 340,000 active. AID 651820; further: potency means the concentration at half of the fitted maximal effect
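Infectious HCV cell culture screen: compound-treated cells (1,000/well, pre-plated 4 h) are infected with HCVcc-Cre at roughly 0.5 moi and grown 44 h. Infection is quantified by luciferase signal after 15 min substrate incubation at room temperature.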
* = called active by the depositor; ? = inconclusive; . = no result given; & = joins results of further samples; [ ] = dose if it differs, or a comment. Unless noted, the call rests on the fitted dose curve; in most records, active means well fitted curve in the direction sought with a large enough effect; inconclusive means small, poorly fitted or top-dose-only effect, or another doubt; inactive means no such curve, though single readings can be large; an effect the other way counts as inactive or inconclusive. Unless noted, on the % scale 0 is the no-effect control and ±100 the full control effect.

[1] COC(=O)c1ccc(Cl)cc1NC(=O)N(Cc1ccc(OC)cc1)C1CCN(C(C)=O)CC1
[2] CC(C)CCNC(=O)NC(=O)COC(=O)C1=COCCO1
[3] CC(C)Sc1n[nH]c(=O)n1-c1ccccc1
[4] O=C(NC(=S)Nc1ccc2c(c1)OCCO2)c1cccc2ccccc12
[5] Cc1ccc(C)c(-n2nnnc2SCC(=O)Nc2cccc(-c3nnc4n3CCCCC4)c2)c1
[6] CCOc1ccc(S(=O)(=O)N2CCN(CC(O)COc3cccc([N+](=O)[O-])c3)CC2)cc1 (stereo not drawn)
[7] O=C(NC1CCS(=O)(=O)C1)c1cccc(S(=O)(=O)N2CCCCC2)c1 (stereo not drawn)
[8] O=C(Nc1cccc(C(F)(F)F)c1)c1ccc2c(c1)nnn2C1CCCC1

Compound	1	2	3	4	5	6	7	8
Tb PYK inh	-2%	-6%	3%	-10%	.	6%	8%	0%
AMA1 RON2 block	.	0%	-2%	25%	-9%	-20%	1%	.
AmpC detergent	2%	1%	6%	?	?	-11%	5%	-5%
AmpC no deterg	.	-26%	0%	-38%	65%[activator]	51%	-13%	.
LmPK inh	.	-7%	10%	2%	-2%	2%	-8%	.
HCMV antiviral	-4	4	-11	?	-18	-38	36	-33
HCV inh	.	?	6%	-23%	-11%	-26%	3%	.

Screen by screen, quoted from above.
Tb PYK inh for entries 1 to 7, in order: -2%, -6%, 3%, -10%, ., 6%, 8%
HCV inh for entries 1 to 7, in order: ., ?, 6%, -23%, -11%, -26%, 3%

Next part.
[9] COC(=O)C(CC(C)C)N1CCC(=O)c2ccccc2S1(=O)=O (stereo not drawn)
[10] CCc1cc(-c2cnnn2Cc2ccccc2)ccc1-c1cn(CC(C)C)nn1
[11] CCc1ccc2[nH]c(=O)c(CN(CCCN3CCOCC3)C(=O)Nc3ccc(Cl)cc3)cc2c1
[12] Cc1ccc(NCc2cccc(B(O)O)c2)cc1
[13] COc1ccc(NC(C)c2ccccc2)cc1 (stereo not drawn)
[14] CC1Cc2cc(S(=O)(=O)CCC(=O)Nc3ccc(Cl)cc3F)ccc2N1C(=O)C1CC1 (stereo not drawn)
[15] O=S(=O)(c1ccc(Cl)cc1)N1CCCCC1c1cccnc1 (stereo not drawn)
[16] COc1ccc(Cl)cc1NC(=O)Cn1c(=O)n(Cc2nc(C)no2)c(=O)c2ccccc21

Compound	9	10	11	12	13	14	15	16
Tb PYK inh	1%	5%	-11%	-16%	-19%	-8%	3%	-7%
AMA1 RON2 block	8%	0%	-15%	7%	-13%	.	0%	.
AmpC detergent	0%	.	?	.	-14%	2%	2%	-1%
AmpC no deterg	2%	.	2%	.	-36%	.	4%	.
LmPK inh	3%	.	-6%	.	1%	.	-4%	.
HCMV antiviral	-15	-32	11	75	2	?	?	-20
HCV inh	4%	.	-9%	-61%	21%	.	7%	.

[17] CCOc1ccc(S(=O)(=O)Nc2nccs2)cc1
[18] O=S1(=O)CCN(CCCc2ccccc2)CC1
[19] Cc1ccc2[nH]c(=O)c(CN(CCCN3CCOCC3)C(=O)NC3CCCCC3)cc2c1
[20] COc1ccc(NC(=O)N(CCc2ccccc2)Cc2cc3c(C)cc(C)cc3[nH]c2=O)cc1
[21] Cc1ccc(NC(=O)C(=O)NCC2OCCc3ccccc32)cc1 (stereo not drawn)
[22] CCCc1c(C)c2cc(C)ccc2[nH]c1=O
[23] Cc1ccc(F)cc1NC(=O)CCc1c(C)nn(-c2ccc(N3CCCCC3)nn2)c1C
[24] COc1cc2c(cc1OC)C(COc1ccc3c(C)cc(=O)oc3c1)N(C(=O)CC(C)C)CC2 (stereo not drawn)

Compound	17	18	19	20	21	22	23	24
Tb PYK inh	-5%	1%	9%	5%	0%	-4%	-1%&-5%	-8%
AMA1 RON2 block	2%	0%	-1%	4%	-1%	-1%	-10%	.
AmpC detergent	1%	.	?	-12%	-5%	-14%	0%&3%	8%
AmpC no deterg	-33%	.	101%[activator]	-28%	-17%	-30%	50%	.
LmPK inh	6%	.	0%	3%	-4%	-4%	4%	.
HCMV antiviral	.	-7	41	42	-18	-7	-2&-30	11
HCV inh	9%	.	-13%	?	2%	-3%	-9%	.

From entry 17 up to 18, as listed above:
[17] CCOc1ccc(S(=O)(=O)Nc2nccs2)cc1
[18] O=S1(=O)CCN(CCCc2ccccc2)CC1

Compound	17	18
Tb PYK inh	-5%	1%
AMA1 RON2 block	2%	0%
AmpC detergent	1%	.
AmpC no deterg	-33%	.
LmPK inh	6%	.
HCMV antiviral	.	-7
HCV inh	9%	.

Additional compounds.
[25] CC1(C)Cc2c(cnn2-c2ccccc2)-c2c1c1ccccc1n2CC(O)CBr (stereo not drawn)
[26] Cc1ccccc1N(CC(=O)NC1CCCC1)C(=O)c1csnn1
[27] COCCn1c(=NC(=O)c2cccs2)sc2cc(NC(C)=O)ccc21
[28] COCCNC(=S)N/N=C/c1c2ccccc2cc2ccccc12
[29] Cn1c(=O)c2c(n3c4ccccc4nc13)NC(=O)CC2c1cccc(Cl)c1 (stereo not drawn)
[30] CCc1ccc(-n2nc(CO)c(C(=O)NCCc3ccccc3)n2)cc1
[31] CC1(C)Cc2ccccc2C(=NC(Cc2c[nH]c3ccccc23)C(=O)O)N1 (stereo not drawn)
[32] CCOC(=O)c1ccc(NC2Nc3cc(C)nn3S2)cc1 (stereo not drawn)

Compound	25	26	27	28	29	30	31	32
Tb PYK inh	-9%	7%	-5%	2%	-8%	2%	6%	1%
AMA1 RON2 block	-10%	-1%	0%	46%[activator]	.	.	-4%	87%[activator]
AmpC detergent	0%	-6%	-6%	-3%	9%	21%	3%	6%
AmpC no deterg	2%	-20%	-3%	-54%	.	.	11%	-24%
LmPK inh	1%	-2%	-2%	4%	.	.	-2%	-1%
HCMV antiviral	-14	-4	45	-13	1	36	48	-14
HCV inh	?	11%	?	?	.	.	10%	-5%

[33] Cc1cc(=O)n(Cc2ccccc2)c2c1c(C)nn2-c1ccccc1
[34] O=C(Nc1ccc2c(c1)OCO2)c1ccc(NC2CC2)c([N+](=O)[O-])c1
[35] NS(=O)(=O)c1ccc(N/N=C/C=C/c2ccccc2[N+](=O)[O-])cc1
[36] CC(=O)Cc1nsc(Nc2ccc(Cl)cc2)n1
[37] CC(C)CCNC(=O)c1onc(CSc2nc3ccccc3[nH]2)c1C(=O)NCCC(C)C
[38] Cc1cc2cc(CCNS(=O)(=O)c3ccc(F)cc3)c(=O)[nH]c2cc1C
[39] O=C(Nc1cccc(Cl)c1)c1nc[nH]c1C(=O)Nc1ccccc1F
[40] C=CCNC(=S)NNC(=O)COc1ccc2cc(Br)ccc2c1

Compound	33	34	35	36	37	38	39	40
Tb PYK inh	0%	-3%	1%	-3%	2%	6%	-10%	1%
AMA1 RON2 block	.	-16%	-6%	61%[activator]	1%	7%	126%[activator]	26%
AmpC detergent	2%	2%	1%	4%	-12%	-1%	.	8%
AmpC no deterg	.	-20%	-28%	-13%	-29%	-9%	.	-35%
LmPK inh	.	6%	11%	4%	8%	-3%	.	-2%
HCMV antiviral	-10	-32	6	45	?	4	?	7
HCV inh	.	?	?	-24%	18%	5%	.	-16%

Of the compounds above, these contain a nitro group on carbon:
[6] CCOc1ccc(S(=O)(=O)N2CCN(CC(O)COc3cccc([N+](=O)[O-])c3)CC2)cc1 (stereo not drawn)
[34] O=C(Nc1ccc2c(c1)OCO2)c1ccc(NC2CC2)c([N+](=O)[O-])c1
[35] NS(=O)(=O)c1ccc(N/N=C/C=C/c2ccccc2[N+](=O)[O-])cc1

Compound	6	34	35
Tb PYK inh	6%	-3%	1%
AMA1 RON2 block	-20%	-16%	-6%
AmpC detergent	-11%	2%	1%
AmpC no deterg	51%	-20%	-28%
LmPK inh	2%	6%	11%
HCMV antiviral	-38	-32	6
HCV inh	-26%	?	?

Remaining list, next part
[41] Cc1cccc(NC(=O)C(C)Sc2nnc(-c3cccnc3)o2)c1 (stereo not drawn)
[42] Cc1c(C(=O)OCC2CCCCC2)[nH]c2c1C(=O)CC(c1ccc(Cl)cc1)C2 (stereo not drawn)
[43] CC1CC(=O)C=C(O)C1C(=O)OC(C)(C)C (stereo not drawn)
[44] COC(=O)CCC(=O)OC1(C)C(=O)C2=CN(Cc3ccc4c(c3)OCO4)C(c3ccc(OC)cc3)=CC2=C(Br)C1=O (stereo not drawn)
[45] CCCCc1ccc(S(=O)(=O)NC(=O)C2(C)CCN2C(=O)c2ccccc2)cc1 (stereo not drawn)
[46] CC(=O)N(C)c1ccc(NC(=O)CCN2C(=O)c3ccccc3C2=O)cc1
[47] CCOC(=O)N1CCC(NC(=O)c2cc3c(-c4ccc(OC)c(OC)c4)nn(C)c3s2)CC1
[48] c1ccc(CCc2nc(-c3ccccn3)no2)cc1

Compound	41	42	43	44	45	46	47	48
Tb PYK inh	1%	-3%	1%	2%	6%	-5%	0%	1%
AMA1 RON2 block	10%	.	-1%	0%	14%	-2%	-9%	16%
AmpC detergent	-21%	13%	?	.	.	-18%	-5%	1%
AmpC no deterg	-13%	.	-5%	.	.	-5%	-25%	?
LmPK inh	.	.	-5%	-8%[11.5 µM]	.	1%	-1%	-21%
HCMV antiviral	51	-9	-19	.	58	18	8	51
HCV inh	-15%	.	7%	2%	.	10%	?	8%

[49] O=C1c2cccnc2C(Nc2ccc(Cl)cc2)N1Cc1cccs1 (stereo not drawn)
[50] O=C(NCCc1csc(-c2cccc(F)c2)n1)C(=O)Nc1cc(F)ccc1F
[51] O=C(Cn1c(-c2ccccc2)noc1=O)NCc1ccccc1
[52] Cc1ccc2cccc(NC(=O)c3cccc4c(Br)cccc34)c2n1
[53] O=c1c2nccnc2[nH]c(=S)n1Cc1ccccc1

Compound	49	50	51	52	53
Tb PYK inh	-2%	-4%	6%	3%	-16%
AMA1 RON2 block	-6%	.	-10%	.	7%
AmpC detergent	-9%	?	-3%	8%	-3%
AmpC no deterg	18%	.	-10%	.	-13%
LmPK inh	6%	.	2%	.	0%[11.5 µM]
HCMV antiviral	-65*	4	81	-5	-16
HCV inh	3%	.	3%	.	?

Part of the list above in order of length of the SMILES, high to low:
[50] O=C(NCCc1csc(-c2cccc(F)c2)n1)C(=O)Nc1cc(F)ccc1F
[49] O=C1c2cccnc2C(Nc2ccc(Cl)cc2)N1Cc1cccs1 (stereo not drawn)
[48] c1ccc(CCc2nc(-c3ccccn3)no2)cc1

Compound	50	49	48
Tb PYK inh	-4%	-2%	1%
AMA1 RON2 block	.	-6%	16%
AmpC detergent	?	-9%	1%
AmpC no deterg	.	18%	?
LmPK inh	.	6%	-21%
HCMV antiviral	4	-65*	51
HCV inh	.	3%	8%
